# Vif-APOBEC3F blk: blocks the Vif interaction with APOBEC3F; HeLa A3F-eYFP + Vif (tagged APOBEC3F with the HIV-1 protein that degrades it), YFP fluorescence increase; Potency, µM (doses to about 46.1 µM), for the others: at the highest dose activity, negative = active; 0.2% of 390,000 active; also: potency is read from the fitted curve at half-maximal effect; % of control where 0% means no effect; nearly all actives have a fitted effect of over 65% in size
#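 HeLa cells stably expressing A3F-eYFP plus Vif, plated and incubated overnight at 37 deg C, then exposed to compounds overnight at 37 deg C. Blocked degradation read as raised yellow fluorescence (Ex 488/Em 500-530).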
# LDHA inh: LDHA (human) enzyme inhibition; 0.15% of 480,000 active; AID 1347041; P00338; activity change, % (values are at about 110 or 230 µM); purified LDHA, NADH/diaphorase-resazurin fluorescence; stronger effect = lower value; in the data active = activity change below about -30%; inconclusive = mostly about -25% to -30%;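 also: plate controls were DMSO wells for no effect and wells without enzyme for full effect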
#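 Human LDH5 (2 nM) was incubated with 0.06 mM NADH and 0.2 mM pyruvate for 5 min at room temperature in Tris pH 7.4. Remaining NADH was coupled through diaphorase/resazurin, and resorufin fluorescence was read at 0 and 20 min.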
# RXFP1 ag: RXFP1 (human) receptor agonism. Potency, µM (highest dose often 57.5 µM), for the others: top-dose activation, hits mostly activators. Q9HBX9. AID 2676. HEK293T-RXFP1 cAMP TR-FRET, 30 min; response scale: percent of porcine relaxin response, buffer zero. 0.3% of 370,000 active; also: potency is read from the fitted curve at half-maximal effect; % is scaled to controls: 0 for no effect and ±100 for the full control effect; nearly all actives have a fitted effect of over 60% in size; many of its hits are not listed in these tables
#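 HEK293T cells stably expressing RXFP1 were pretreated with the PDE4 inhibitor Ro 20174, exposed to compounds for 30 min at 37C, lysed, and cAMP was read by TR-FRET. Data normalized to buffer (basal) and 29 nM porcine relaxin (100%).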
# Vif-APOBEC3G blk: blocks the Vif interaction with human APOBEC3G. HeLa A3G-eYFP + Vif (tagged APOBEC3G with the HIV-1 protein that degrades it), YFP fluorescence, overnight. Q9HC16. Potency, µM (highest dose often 46.1 µM), inactives show at the top dose activity, negative = active, usual class: inhibitors. 0.076% of 410,000 active;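 also: potency is read from the fitted curve at half-maximal effect; % is scaled to controls: 0 for no effect and ±100 for the full control effect; nearly all actives have a fitted effect of over 60% in size; hits raise eYFP signal because A3G escapes Vif-driven loss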
# Target sequence (Q9HC16 whole entry, looked up): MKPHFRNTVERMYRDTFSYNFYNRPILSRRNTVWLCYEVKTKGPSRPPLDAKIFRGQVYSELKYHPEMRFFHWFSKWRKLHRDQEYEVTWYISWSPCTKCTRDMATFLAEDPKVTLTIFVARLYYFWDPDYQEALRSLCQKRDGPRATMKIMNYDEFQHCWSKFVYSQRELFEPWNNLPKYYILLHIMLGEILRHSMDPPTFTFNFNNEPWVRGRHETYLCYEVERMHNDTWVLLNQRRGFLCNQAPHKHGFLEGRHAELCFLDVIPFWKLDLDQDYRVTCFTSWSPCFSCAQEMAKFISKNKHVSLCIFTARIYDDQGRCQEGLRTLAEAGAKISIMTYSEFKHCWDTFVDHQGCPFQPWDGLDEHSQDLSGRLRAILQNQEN
#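 HeLa cells stably expressing Vif and C-terminally eYFP-tagged A3G, seeded overnight at 37 deg C, then exposed to compound by pintool overnight at 37 deg C. Rise in yellow fluorescence (Ex 488/Em 500-530, Acumen) marks blocked Vif-driven A3G degradation.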
# D2 potentiator: D2 dopamine receptor (human) potentiation | P14416 | HEK293 T-REx D2, calcium flux, EC20 dopamine potentiation | potentiation, % at 10 µM | 0.34% of 340,000 active | AID 485347;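 active = potentiation over 3 SD above the plate norm, cut at about 30% in these data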; also: 0% is about no effect
#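 Tetracycline-induced HEK293 T-REx cells force-coupled to calcium signalling expressed D2; compounds were pin-added after a 10 s baseline, read kinetically 180 s, then an EC20 dopamine challenge followed with a further 180 s calcium read.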
# D1 antagonist: antagonists of human D1 dopamine receptor. activity change, negative = inhibition, % at 10 µM. P21728. 3.2% of 360,000 active. HEK293 TREx D1 cells, calcium flux, dopamine EC80; stronger effect = lower value; in the data active = activity change below about -30%; also: % is scaled to controls: 0 for no effect and ±100 for the full control effect
# Target sequence (P21728 whole entry, looked up): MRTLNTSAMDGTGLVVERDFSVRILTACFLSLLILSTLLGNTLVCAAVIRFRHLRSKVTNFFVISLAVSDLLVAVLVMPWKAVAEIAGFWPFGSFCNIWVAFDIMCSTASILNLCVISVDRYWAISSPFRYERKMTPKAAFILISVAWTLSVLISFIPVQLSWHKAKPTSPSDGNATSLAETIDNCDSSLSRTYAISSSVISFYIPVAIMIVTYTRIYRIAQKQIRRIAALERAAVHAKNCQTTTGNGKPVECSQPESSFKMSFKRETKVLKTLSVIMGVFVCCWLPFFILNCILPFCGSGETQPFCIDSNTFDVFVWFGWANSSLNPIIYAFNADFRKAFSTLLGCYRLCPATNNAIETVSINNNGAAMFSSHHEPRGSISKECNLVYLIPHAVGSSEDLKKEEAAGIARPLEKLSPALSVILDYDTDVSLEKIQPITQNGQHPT
#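 Using tetracycline-induced force-coupled D1 Hek293 cells and a calcium dye, signals were followed for 180 s after compound, then for 180 s after EC80 dopamine, to detect inhibitors.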
# D1 agonist: activates the human D1 dopamine receptor; P21728; AID 504660; 1% of 360,000 active; HEK293 T-REx D1 cells, calcium flux, agonist mode; activation, % at 2 µM; in the data active = activation above about 30%; also: 0% is about no effect
#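 Inducible HEK293 T-REx D1 cells, force-coupled to calcium signalling, were plated at 4000 cells/well with tetracycline and held overnight at 30 C. After no-wash calcium dye loading, compound-evoked calcium rise over 180 s flagged agonists.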
# GRP78 ERSR act: induces the endoplasmic reticulum stress response in human glioma cells; U87-MG GRP78 promoter luciferase reporter, 16 h; Potency, µM, for inactives: at the highest dose activation, usual class: activators; 0.02% of 420,000 active; also: potency is read from the fitted curve at half-maximal effect; series mostly up to about 76 µM; % of control where 0% means no effect; nearly all actives have a fitted effect of over 35% in size
#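 Stably transfected U87-MG human glioma cells carrying a GRP78-based luminescent sensor were seeded at 1000 cells/well, pin-dosed with compounds and incubated 16 h. Luciferase reagent was then added, and end-point luminescence was read after 10 min at room temperature.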
# D1 potentiator: human D1 dopamine receptor positive modulation. P21728. HEK293 TREx D1 cells, calcium flux, dopamine EC20 potentiation. potentiation, % at 10 µM. 0.036% of 360,000 active. AID 504651; in the data active = potentiation above about 30%; also: 0% is about no effect
# * = called active by the depositor; ? = inconclusive; nt = no result given; & = joins results of further samples. Unless noted, calls follow the shape of the dose curve; as a rule, active = well fitted curve in the direction sought with a large enough effect; inconclusive = small, poorly fitted or top-dose-only effect, or another doubt; inactive = no such curve, though single readings can be large; an effect the other way counts as inactive or inconclusive. Not all compounds are listed (hit frequency here may not be typical).
(1) O=C(Cc1nc2ccccc2[nH]c1=O)c1ccccc1
(2) Nc1cc(Cl)ccc1Nc1ccncc1
(3) COc1cccc(NC(=O)c2cnc(SCC(=O)NCc3ccc4c(c3)OCO4)n(C)c2=O)c1
(4) Cc1nc(NCc2ccco2)[nH]c(=O)c1CCC(C)C
(5) C[C@H](CO)N1C[C@H](C)[C@@H](CN(C)C(=O)Nc2ccc(C(F)(F)F)cc2)Oc2c(NS(=O)(=O)c3ccc(F)cc3)cccc2C1=O
(6) CCCS(=O)(=O)N1CCN(CC2CC3C=CC2C3)CC1 (configuration not stated)
(7) O=C(Nc1sc2c(c1C(=O)NCc1ccccc1)CCCC2)c1cc(=O)c2ccccc2o1
(8) NS(=O)(=O)c1ccc(CCNc2ncnc3c2c(-c2ccccc2)cn3-c2ccc(F)cc2)cc1
(9) C[C@H](CO)N1C[C@H](C)[C@@H](CN(C)Cc2ccc3cccnc3c2)OCc2cnnn2CCCC1=O
(10) Cn1ccnc1SC(=O)N1c2ccccc2Sc2ccccc21
assay / entry	1	2	3	4	5	6	7	8	9	10
Vif-APOBEC3F blk	?	0%	-10%	-6%	5%	6%	-4%	nt	-5%	0%
LDHA inh	-8	-8	-3	-5	0	-12	1	-5	-13	-2
RXFP1 ag	-1.2%	5.8%	2.4%	-0.7%	nt	-0.9%	1.0%	2.5%	nt	0.0%
Vif-APOBEC3G blk	-11%	-7%	0%	-2%	-7%	-4%	1%	-4%	-1%	-1%
D2 potentiator	3	13	-4	nt	nt	2	-8	-2	nt	13
D1 antagonist	-7	-3	-16	16	nt	0	-2	2	nt	7
D1 agonist	52*	8	1	-1	nt	1	2	5	nt	-1
GRP78 ERSR act	3%	-2%	-1%	1%	-1%	-8%	-5%	-4%	-2%	-4%
D1 potentiator	-4	-5	-6	-5	nt	-2	0	-11	nt	2

(11) O=C(NCCO)C(=O)NCC1OCCCN1S(=O)(=O)c1cccs1 (configuration not stated)
(12) O=C(O)c1ccc2c(c1)C(=O)N(c1cc([N+](=O)[O-])ccn1)C2=O
(13) O=C(Cc1cc(=O)oc2cc(O)ccc12)NCC1CCC(C(=O)O)CC1 (configuration not stated)
(14) Cc1ccccc1OCC(=O)NNC(=O)C1CCN(c2ncnc3sc(C)c(C)c23)CC1
(15) O=C(O)c1ccc(SCc2cnc(Cl)s2)cc1
(16) O=C(NC1CCCC1)c1ccc(CSc2nc3cccnc3n2Cc2ccc(F)cc2)cc1
(17) Cc1cccc(NCC(=O)N/N=C/c2cccc(Br)c2)c1
(18) Cc1nc2cc(C(=O)OCC(=O)Nc3cccc(Cl)c3)ccc2n1-c1ccccc1
(19) CN(C)/C=N/c1c(C(=O)NCc2ccccc2)nnn1Cc1ccccc1
(20) C/C=C/C(=O)Nc1nnc(C2CCCCC2)s1
assay / entry	11	12	13	14	15	16	17	18	19	20
Vif-APOBEC3F blk	9%	-14%	nt	4%	8%	2%	1%	3%	-2%	4%
LDHA inh	-1	3	-1	-6	-10	-10	-1	1	-3	-6
RXFP1 ag	0.1%	0.6%	12%	2.6%	1.3%	1.1%	3.0%	-2.5%	0.1%	0.1%
Vif-APOBEC3G blk	0%	3%	-3%	2%	-4%	1%	3%	0%	0%	-9%
D2 potentiator	-6	3	4	10	1	4	-16	-8	nt	-2
D1 antagonist	-6	-2	-5	0	2	-3	-14	4	2	-16
D1 agonist	4	1	2	11	5	0	1	8	1	3
GRP78 ERSR act	-4%	5%	-3%	-6%	-7%	-1%	-3%	-5%	-4%	1%
D1 potentiator	1	2	-3	0	-2	-2	2	-5	-8	-4

(21) COc1ccc(NC(=O)Cn2c(=O)oc3cc(S(=O)(=O)NCc4ccccc4)ccc32)c(OC)c1
(22) CCOC(=O)/C=C1\NC(C)(C)Cc2cc(OC)c(OC)cc21
(23) CCN(C1CCCCC1)S(=O)(=O)c1ccc(S(=O)(=O)NCc2ccncc2)cc1
(24) O=C(OCc1ccc([N+](=O)[O-])cc1)C1CC(=O)N(Cc2ccccc2)C1 (configuration not stated)
(25) CCOC(=O)c1ccc(C(=S)N2CCCC2)cc1
(26) O=C(Nc1ccccc1)N1CCN(c2cccc(C(F)(F)F)c2)CC1
(27) CC(C)CNC(=O)COC(=O)c1cc(S(=O)(=O)N(C)C)ccc1N1CCCC1
(28) CCc1ccccc1NC(=O)CN1C(=O)CCSc2ccc(S(=O)(=O)N3CCCC3)cc21
(29) C=CCN1C(=O)/C(=C/C=C2/N(CC)c3ccc(S(=O)(=O)N(C)C)cc3N2CC)SC1=S
(30) CC(=O)NC[C@H]1O[C@@H](n2ccc(N)nc2=O)[C@H](O)[C@@H]1O
assay / entry	21	22	23	24	25	26	27	28	29	30
Vif-APOBEC3F blk	2%	nt	2%	-1%	-23%	1%	-20%	1%	?	-1%
LDHA inh	-8	-4	5	-8	-4	-2	1	-7	1	0
RXFP1 ag	1.4%	3.2%	0.6%	nt	1.1%	-0.1%	-1.3%	-0.8%	0.1%	nt
Vif-APOBEC3G blk	3%	1%	1%	0%	0%	-7%	-7%	13%	?	0%
D2 potentiator	6	9	nt	nt	-12	-21	6	-6	1	nt
D1 antagonist	24	-41*	nt	nt	-5	-34*	-2	6	8	nt
D1 agonist	1	0	nt	nt	-1	27	2	1	118*	nt
GRP78 ERSR act	-3%	-6%	-3%	-3%	3%	-3%	1%	-4%	-3%	-6%
D1 potentiator	0	-6	nt	nt	6	-8	10	-1	-3	nt

# Complete entries, quoted from the list. Order of screens: Vif-APOBEC3F blk	LDHA inh	RXFP1 ag	Vif-APOBEC3G blk	D2 potentiator	D1 antagonist	D1 agonist	GRP78 ERSR act	D1 potentiator
# CC(C)CNC(=O)COC(=O)c1cc(S(=O)(=O)N(C)C)ccc1N1CCCC1 reads -20%	1	-1.3%	-7%	6	-2	2	1%	10
# CC(=O)NC[C@H]1O[C@@H](n2ccc(N)nc2=O)[C@H](O)[C@@H]1O reads -1%	0	nt	0%	nt	nt	nt	-6%	nt
# CCOC(=O)c1ccc(C(=S)N2CCCC2)cc1 reads -23%	-4	1.1%	0%	-12	-5	-1	3%	6
# CCc1ccccc1NC(=O)CN1C(=O)CCSc2ccc(S(=O)(=O)N3CCCC3)cc21 reads 1%	-7	-0.8%	13%	-6	6	1	-4%	-1
# O=C(Nc1ccccc1)N1CCN(c2cccc(C(F)(F)F)c2)CC1 reads 1%	-2	-0.1%	-7%	-21	-34*	27	-3%	-8

# Other records.
(31) COc1cc(C2CC(=O)Oc3c(C(CCN4CCN(c5ccccc5)CC4)c4ccc(N(C)C)cc4)c(OC)cc(OC)c32)cc(OC)c1OC (configuration not stated)
(32) COc1ccc(C(c2nnnn2CS(=O)(=O)c2ccc(C)cc2)N2CCN(c3ncccn3)CC2)cc1 (configuration not stated)
(33) NS(=O)(=O)c1ccc(CCNC(=O)CCCC2=NS(=O)(=O)c3ccccc3N2)cc1
(34) O=c1c2ccccc2oc2nc(-c3ccco3)n(Cc3ccccc3)c(=O)c12
(35) CN(C)CCCNC(=O)/C(=C/c1ccc(-c2ccc([N+](=O)[O-])cc2)o1)NC(=O)c1ccccc1
(36) CN(C)CCCNC(=O)C(=O)NCC1OCCN1S(=O)(=O)c1cccs1 (configuration not stated)
(37) Cc1ccc(C)c(NC(=S)N2CCN(c3ccccn3)CC2)c1
(38) CCOc1cccc(-c2c(C(=O)N/N=C/c3sccc3C)nnn2-c2nonc2N)c1
(39) CCn1c(C)nc2cc(S(=O)(=O)C(F)(F)F)ccc21
(40) COc1ccccc1NC(=O)c1cc2c(-c3ccccc3)nn(-c3ccccc3)c2s1
assay / entry	31	32	33	34	35	36	37	38	39	40
Vif-APOBEC3F blk	-2%	-12%	-12%	nt	-16%	-23%	-17%	0%	-7%	1%
LDHA inh	-17	-5	-3	-6	-16	-7	-4	-1	-5	2
RXFP1 ag	0.6%	0.9%	0.4%	1.7%	3.8%	-4.7%	-1.8%	1.3%	-0.2%	0.2%
Vif-APOBEC3G blk	0%&0%	-1%	1%	1%	-10%	1%	-1%	-5%	-1%	-1%
D2 potentiator	-9	-9	15	-8	3	2	-5	5	6	3
D1 antagonist	-38*	9	4	-7	-5	-17	5	3	-14	0
D1 agonist	3	3	2	3	10	2	1	4	13	12
GRP78 ERSR act	-2%&-2%	-3%	2%	1%	-7%	-1%	-2%	-3%	0%	-4%
D1 potentiator	-1	9	-2	-1	-4	-7	-3	4	-10	-8

(41) O=C(CN1C(=O)C2CCCCC2C1=O)N1CCN(c2ccccc2)CC1 (configuration not stated)
(42) COc1ccc(OC)c2[nH]c(=O)c(CCNC(=O)C(C)C)cc12
(43) O=C(COC(=O)c1cc([N+](=O)[O-])ccc1NCCO)c1ccccc1
(44) Nc1ccc(C23CC4CC(CC(C4)C2)C3)cc1
(45) COc1ccc(CNc2ccc3c(c2)ncn3C)cc1OC
(46) NCCc1c(C(=O)O)[nH]c2ccc([N+](=O)[O-])cc12
(47) COc1cc(NC(=O)COc2cc(C)cc3oc(=O)cc(C)c23)cc(OC)c1OC
(48) COc1ccc(S(=O)(=O)NCC(c2ccco2)S(=O)(=O)c2ccc(C)cc2)cc1F (configuration not stated)
assay / entry	41	42	43	44	45	46	47	48
Vif-APOBEC3F blk	0%	-1%	0%	5%	-12%	-9%	-1%	6%
LDHA inh	-3	4	-6	-2	3	-11	0&-1	-9
RXFP1 ag	-1.1%	2.6%	-2.5%	-1.0%	3.0%	0.0%	nt	0.1%
Vif-APOBEC3G blk	1%	4%	-5%	2%	?	0%	1%	1%
D2 potentiator	1	3	-1	1	0	-2	nt	-6
D1 antagonist	8	27	12	22	4	1	nt	nt
D1 agonist	4	-2	0	3	3	1	nt	1
GRP78 ERSR act	-1%	-1%	1%	-6%	-1%	-3%	0%	0%
D1 potentiator	6	3	-2	2	-3	0	nt	-2

# Bioassay records as filed in PubChem BioAssay.
